PriA SSB inh = inhibitors of Klebsiella pneumoniae PriA binding to SSB C-terminal tail; 0.6% of 430,000 active; inhibition, % at 33 µM; AID 1272365; AlphaScreen SSBct-PriA binding, biotinylated peptide; in the data active = inhibition mostly above about 37%, no sharp cut-off; inactive = mostly below about 20%;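 note: plate controls were negative control peptide for no effect and reference peptide for full effect; strong numbers were not always called active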
The depositor's hits bear a star; & = joins results of further samples. The list is partial, so the mix of outcomes need not match the whole.

SMILES	PriA SSB inh
CCOc1ccc(-c2noc(-c3sccc3S(=O)(=O)N(C)c3ccc(CC)cc3)n2)cc1OC	1
O=C(Cn1nc(-c2ccccc2)c2sc(N3CCCC3)nc2c1=O)Nc1ccc(F)c(Cl)c1	-3
O=C(C(O)c1ccccc1)N1CCCC(Oc2cnccn2)C1 (configuration not stated)	-18
CCSc1nnc(NC(=O)c2nnn(-c3ccc(OC)cc3)c2C)s1	-9
COc1ccc(CSc2ncccc2-c2nc(-c3cccs3)no2)cc1F	-11
Cc1cc(C(=O)N(Cc2ccsc2)Cc2ccccn2)c(C)o1	-8
O=C(CCc1csc(NS(=O)(=O)c2ccccc2)n1)NC1CCCCC1	0
O=C(Nc1cnoc1)C1(c2ccc(Cl)cc2)CCCC1	3
CC(=NNC(=O)c1cccc(Cl)c1)C1C(=O)c2ccccc2C1=O	-3
CN(C)c1cccc(C(=O)NCCn2ccn3nccc23)c1	5
Cc1nn(C2CCS(=O)(=O)C2)c2nc(-c3cccs3)cc(C(=O)NCC3CCCO3)c12 (configuration not stated)	-13&2
Cc1nc(NCCNC(=O)Cc2ccc(Cl)cc2)cc(N2CCOCC2)n1	-7
Cc1cccc(NC(=O)N2CC(N3C(=O)C4CC=CCC4C3=O)C2)c1 (configuration not stated)	-17
COC(=O)N1CCc2ccc(NC(=O)[C@@H]3CC=CCC3)cc2C1	-4
Cc1sccc1C=NNC(=O)c1ccco1	-8
CCN(CC)c1ccc(C=c2sc3nnc(-c4ccccc4C)n3c2=O)cc1	-20
CC(C)Cn1c(SCc2ccc([N+](=O)[O-])cc2)nc2cc(C(=O)NC(C)C)ccc2c1=O	-14
CCOc1cc(C=NNc2nnc(C)n2N)ccc1O	10
CS(=O)(=O)c1ccc(NC(=S)N2CCc3ccccc32)cc1	1
Cc1ccc(C(=O)NN=Cc2ccc(S(=O)(=O)O)o2)c(Cl)c1	-5
CCCCCCC1C(=NO)CCC1C(=O)OC (configuration not stated)	-1
Cc1cccc(C)c1-n1c(C)cc(C=NNC(=O)CC(=O)NC2CCCCC2)c1C	26
Cc1cc(NS(=O)(=O)c2ccc(NC(=O)C3CN(S(C)(=O)=O)C3)cc2)nc(C)n1	-11
CCOc1cc(C(=O)Nc2nnc(Cc3cccs3)o2)cc(OCC)c1OCC	-4
CN(c1ccc(F)cc1)S(=O)(=O)c1c(-c2ccccc2)csc1C(N)=O	4
Cc1cc(C(=O)Nc2sccc2C#N)nn1C	-2
CC(C)c1ccc(OCC(=O)N[C@H]2CCN(c3ccccn3)C2)cc1	-6
CC(C)(C)c1ccc(NC(=O)N2CCC(Oc3cccnn3)CC2)cc1	4
COC(=O)CSC1CCN(S(=O)(=O)C2CCCCC2)C1 (configuration not stated)	-14
CC1(C)Cc2cccc(OCC(=O)Nc3ccc(OC(F)(F)F)cc3)c2O1	-27
COc1cc(NC(=O)COc2cccc(C)c2)ccc1N1CCCC1=O	-6
CN(C)C(CNC(=O)c1ccc2c(c1)OCO2)c1ccc(F)cc1 (configuration not stated)	1
CCOC(=O)c1sc(NC(=O)c2ccc(SC)cc2)cc1C	5
COC(=O)/C=C1/NC(=Nc2nc(C)cc(C)n2)N(c2ccc(C)c(C)c2)C1=O	-8
Cc1cc(NC(=O)COc2ccc(F)cc2)n(-c2nc3c(cnn3-c3ccc(C)c(C)c3)c(=O)[nH]2)n1	-13
COc1ccc([C@@H]2CC(=O)NC(SCC(=O)Nc3ccccc3C(F)(F)F)=C2C#N)cc1OC	-11
COC(=O)c1sccc1S(=O)(=O)N1CCC2(CC(=O)c3ccccc3O2)C1 (configuration not stated)	20
CCNc1nn(CC(=O)N2CCN(c3ccccc3F)CC2)c(N)c1-c1nc(-c2ccccc2)no1	-9
COc1ccc(NC(=O)Nc2ccc(CN3CCN(c4ccccn4)CC3)cc2)cc1	26
NC(=Nc1nc2c(c(=O)[nH]1)CCC2)Nc1ccccc1	-24
CCS(=O)(=O)c1ccccc1C(=O)Nc1sc2c(c1-c1nc3ccccc3s1)CCCC2	-16
Cc1ccc(S(=O)(=O)NN=Cc2ccc(C)o2)cc1	-5
CCOC(=O)c1ccc2[nH]c(-c3ccccc3)cc(=O)c2c1	1
Brc1ccccc1C=NNc1ccc2ccccc2n1	-20
O=C(CCCn1nc(-c2cccs2)ccc1=O)NCc1ccccc1	-10
O=C(CSc1ccc(-c2ccc(-n3cccn3)cc2)nn1)Nc1ccc2c(c1)OCO2	-23&0
CCS(=O)(=O)c1ccccc1C(=O)Nc1ccc(OC)c2ccccc12	7
N#CC1=C(N)OC2=C(C(=O)CCC2)C1c1ccc(-c2ccc(Cl)cc2Cl)o1 (configuration not stated)	-3
CCc1nnc(NS(=O)(=O)c2ccc(NC(=O)C3COc4ccccc4O3)cc2)s1 (configuration not stated)	-13
Cn1cc(S(=O)(=O)Nc2ccccc2-c2csc(-c3ccccc3F)n2)cn1	-1

New compounds follow.
SMILES	PriA SSB inh
Cc1cc(-c2nnc(NC(=O)c3ccc(S(=O)(=O)N4CCCC4)cc3)o2)n(C)n1	13
O=C(NCCOc1cccc2cccnc12)c1ccc[nH]c1=O	1
COC(=O)c1ccc(C(=O)NCCn2ccnc2-c2ncccn2)cc1	35
Cc1cc(N2C(=O)CCS2(=O)=O)cc(C)c1S(=O)(=O)N1CCc2ccccc2C1	-2
C=CCn1c(=S)[nH]c2cc(C(=O)N3CCc4ccccc4C3)ccc2c1=O	4
COc1ccccc1CNC(=O)Cc1csc(SCC(=O)c2cccs2)n1	-2
O=C(NCc1cc(-c2ccccc2F)on1)[C@@H]1COc2ccccc2O1	-3
Cc1ccc(OS(=O)(=O)c2ccccc2)c(C=NN=C2NC(=O)C(C)S2)c1 (configuration not stated)	-7
COc1ccc(-c2ccc(=O)n(CCNC(=O)COc3cc(C)c(Cl)c(C)c3)n2)cc1	0
Cc1ccc(Cc2nnc(NC(=O)C3CCCN(S(C)(=O)=O)C3)o2)cc1 (configuration not stated)	-3
O=C(Nc1ccc2c(c1)N(C(=O)c1ccco1)CC2)c1ccc(F)cc1Cl	6
O=C(c1cccc2[nH]ccc12)N1CCSCC1	-4
NC(=O)c1oc2ccccc2c1NC(=O)C(=O)NCC1CCCO1 (configuration not stated)	-2
O=S(=O)(c1ccccc1Br)N1CCC(Oc2cccc3cccnc23)CC1	-12
CC1CCCC(=NNc2nc3ccccc3s2)C1 (configuration not stated)	4
CSc1ccc(-c2noc(C3CCN(S(=O)(=O)c4ccccc4)CC3)n2)cc1	-2
O=S(=O)(NCc1ccnc(-c2cccs2)c1)c1cccnc1	-10
Cc1cc2ccccc2n2c(SCC(=O)Nc3ccc(F)c(Cl)c3)nnc12	-8&-2
Cc1cc(C(=O)n2nnc3ccccc32)ccc1[N+](=O)[O-]	-13
CCOc1ccc(-c2cn3c(CC(=O)N4CCc5ccccc54)csc3n2)cc1	-14
O=C(CSC1CCCCC1)Nc1cc(C(F)(F)F)ccc1Cl	-37
CC(=O)NNc1nc(C)cc(=O)[nH]1	-8
CCS(=O)(=O)N1CCc2ccc(NC(=O)c3ccc(-c4ccccc4)cc3)cc2C1	-12
O=C(CSc1ccccn1)NN=C/C=C/c1ccccc1	-2
O=C(CCc1nnc2n(CCc3ccccc3)c(=O)c3ccccc3n12)NCc1cccs1	-3
Cc1ccc(S(=O)(=O)N(CC(O)Cn2c3ccccc3c3ccccc32)CC2CCCO2)cc1 (configuration not stated)	-4&2
CC(C)N(C(=O)Cn1nc(-c2cccs2)c2sc(N3CCCC3)nc2c1=O)c1ccccc1	-3
CCc1nc(-c2ccc(N3CCN(C(=O)c4cnn(-c5ccccc5)c4C)CC3)nc2)no1	-8
O=C(NCc1ccnc(N2CCOCC2)n1)c1cccs1	-10
NC(=O)c1nc(-c2cccc(Br)c2)nc2c1[nH]c(=O)n2-c1ccc(Cl)c(Cl)c1	-5
O=C(NN=Cc1cc(Br)cc(Br)c1O)c1cccc(N2CCCC2=O)c1	-12
COc1ccccc1C(CNC(=O)CCc1ccc(C(F)(F)F)cc1)OC (configuration not stated)	2
Cc1cc(N(C)C)nc(N2CCN(S(=O)(=O)c3ccccc3)CC2)n1	1
COc1cccc(-c2nc(Cn3nnc(C(=O)NCc4ccc(Cl)cc4)c3N)c(C)o2)c1OC	-10
O=C(c1ccc2nsnc2c1)N1C2CCC1CC(S(=O)(=O)c1ccccc1)C2 (configuration not stated)	74*
Cc1ccc(/C=C/S(=O)(=O)N2CCN(c3ccc(-n4cncn4)nn3)CC2)cc1	5
O=C(NCC[C@@H](CCO)c1ccccc1)C(=O)NC1CC1	2
CCN(CC)C(=O)Oc1ccc2cc(Br)ccc2c1Br	-25
O=C(c1ccccc1)c1ccccc1C(=O)N1CCC(Oc2cccnn2)CC1	-11
O=C(N/N=C\c1ccccn1)c1cc(-c2c[nH]c3ccccc23)n[nH]1	-8

Molecules listed so far that contain a nitro group on carbon:
SMILES	PriA SSB inh
CC(C)Cn1c(SCc2ccc([N+](=O)[O-])cc2)nc2cc(C(=O)NC(C)C)ccc2c1=O	-14
Cc1cc(C(=O)n2nnc3ccccc32)ccc1[N+](=O)[O-]	-13

Additional entries follow:
SMILES	PriA SSB inh
O=C(COc1ccccc1F)Nc1ccsc1-c1nc(C2CC2)no1	-15
COC(=O)c1c(N)sc2c1CCN(C(C)C)C2	22
CC(C)S(=O)(=O)c1ccc(CC(=O)NCC#CCOc2ccc3c(c2)OCO3)cc1	-4
O=C(NCCn1nc(-c2ccco2)ccc1=O)C1CN(S(=O)(=O)C2CC2)C1	-7
NN1C(=O)/C(=C/c2cccs2)SC1=S	11
CC(=NOC(=O)c1cccc(Cl)c1)c1nccs1	-9
O=C(CN1CC(c2nc(-c3ccco3)no2)C1)Nc1cccc(C(F)(F)F)c1	2
CN1CCN(C(CNC(=O)c2ccc(C(F)(F)F)cc2)c2ccc(N(C)C)cc2)CC1 (configuration not stated)	15
Cn1c(=O)[nH]cc(C(=O)N2CCN(c3ccccc3Cl)CC2)c1=O	-8
O=C(Oc1ccc(N(C(=O)c2ccc(Cl)cc2)S(=O)(=O)c2ccc(F)cc2)c2ccccc12)c1ccc(Cl)cc1	-8
O=c1c2scc(-c3cccc(Cl)c3)c2ncn1Cc1ccc(F)cc1	5
CCCCC1CCC(C(=O)NCC2CCS(=O)(=O)C2)CC1 (configuration not stated)	-27
O=C(NCCN1CCN(c2ccccc2)CC1)c1cccs1	-2
NC(=O)Cn1c2ccc([N+](=O)[O-])cc2c2cc([N+](=O)[O-])ccc21	7
O=C(C(C=Nc1ccc(F)cc1)=C(O)c1ccco1)C(F)(F)F	2
COC(=O)CS[C@H]1CCN(C(=O)c2cc(C)on2)C1	8
O=C(CSc1nc2ccccc2o1)c1ccccn1	-4
Cc1cc(C)cc(Nc2nc(Nc3ccc(Cl)c(Cl)c3)nc(N3CCOCC3)n2)c1	2
O=C1c2ccccc2C(=O)N1CCCCN(C(=O)c1ccc(S(=O)(=O)N2CCOCC2)cc1)c1ccc(F)cc1F	-1
C[C@H](Oc1ccccc1)C(=O)N(Cc1ccoc1)Cc1cccs1	0

By substructure, those above containing an aryl methoxy group.
SMILES	PriA SSB inh
CCOc1ccc(-c2noc(-c3sccc3S(=O)(=O)N(C)c3ccc(CC)cc3)n2)cc1OC	1
CCSc1nnc(NC(=O)c2nnn(-c3ccc(OC)cc3)c2C)s1	-9
COc1ccc(CSc2ncccc2-c2nc(-c3cccs3)no2)cc1F	-11
COc1cc(NC(=O)COc2cccc(C)c2)ccc1N1CCCC1=O	-6
COc1ccc([C@@H]2CC(=O)NC(SCC(=O)Nc3ccccc3C(F)(F)F)=C2C#N)cc1OC	-11
COc1ccc(NC(=O)Nc2ccc(CN3CCN(c4ccccn4)CC3)cc2)cc1	26
CCS(=O)(=O)c1ccccc1C(=O)Nc1ccc(OC)c2ccccc12	7
COc1ccccc1CNC(=O)Cc1csc(SCC(=O)c2cccs2)n1	-2
COc1ccc(-c2ccc(=O)n(CCNC(=O)COc3cc(C)c(Cl)c(C)c3)n2)cc1	0
COc1ccccc1C(CNC(=O)CCc1ccc(C(F)(F)F)cc1)OC (configuration not stated)	2
COc1cccc(-c2nc(Cn3nnc(C(=O)NCc4ccc(Cl)cc4)c3N)c(C)o2)c1OC	-10

Further results.
SMILES	PriA SSB inh
COc1ccc2c(C(F)(F)F)cc(SCC(=O)Nc3ccc(C(=O)O)cc3)nc2c1	-19
O=C(Nc1ccc2c(c1)C(=O)N1CCCCC1CCO2)C1CC=CCC1 (configuration not stated)	18
S=C(NCCc1ccccc1)NN=Cc1cccs1	2
CCOc1cc(C(=O)NCCCn2ccc3cccnc32)cc(OCC)c1OCC	-12
COc1ccc(N2CCN(Cc3cc(=O)c(OC)cn3CC(=O)Nc3cccc([N+](=O)[O-])c3)CC2)cc1	4
COc1cc(C=NNc2nncc3ccccc23)cc(OC)c1OC	-17
CC(C)(C)Sc1ccc2nn(CC(=O)NCc3ccccc3Cl)c(=O)n2n1	-6&2
Cc1nc(-c2cccs2)c(CCC(=O)N2CCc3ccccc3C2)s1	-2
CCCC(O)=C1C(=O)CC(C)(C)CC1=Nc1ccccc1O	7
O=C(NCCn1ncc2c(=O)n(Cc3ccccc3F)cnc21)C1(c2ccc(Cl)cc2)CCCC1	2
CC(O)(CNC(=O)C1CC=CCC1)c1ccc2c(c1)OCO2 (configuration not stated)	4
O=C(O)c1cccc2cccc(-c3cccc4cccc(C(=O)O)c34)c12	-9
CCc1ccc(S(=O)(=O)NC[C@](C)(OC)c2cccc(Cl)c2)s1	-14
Cc1cc(C)c(NC(=O)C(=O)NCC2(c3ccc(F)cc3)CC2)c(C)c1	-10
CS(=O)(=O)c1ccccc1C(=O)Nc1c2c(nn1-c1nc3ccccc3s1)CCC2	-6
CCc1cccc(-n2ccn(Cc3ccccc3Cl)c(=O)c2=O)c1	-3
O=C1C[C@@H](c2cccc(F)c2)Sc2nc(-c3ccc(Cl)c(Cl)c3)nn21	-12
O=[N+]([O-])c1cc(C(F)(F)F)cc([N+](=O)[O-])c1N1CCCC(C(F)(F)F)C1 (configuration not stated)	22
CCOc1ccccc1NC(=O)Nc1c[nH]c2ccccc12	-6
O=C(Cc1ccc2c(c1)OCO2)Nc1nnc(-c2cc(Cl)sc2Cl)o1	-3
CCC1CCCCN1Cc1nc2c(c(=O)n(C)c(=O)n2C)n1CCN1CCOCC1 (configuration not stated)	14

Source: PubChem
